APJ antagonist: antagonists of human APJ apelin receptor. P35414. CHO-K1 APJ beta-arrestin complementation, luminescence. inhibition, % at 20 µM. 330,000 compounds, 0.32% hits. AID 2521;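 active = inhibition above about 40% at 20 µM, limit read from the data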;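 also: cells challenged with 10 nM apelin-13 agonist together with compound; plate controls were apelin-13 plus DMSO wells for no effect and DMSO wells lacking apelin-13 for full effect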
CCR6 antagonist: blocks CCL20-driven beta-arrestin recruitment at human CCR6 | P51684 | CHO-K1 CCR6 PathHunter beta-arrestin, luminescence, CCL20-stimulated | inhibition, % at 20 µM | 340,000 compounds, 0.49% hits | AID 493098;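 active = compounds whose inhibition of the agonist-driven luminescence signal at 20 µM reaches about 50%, limit read from the data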;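 also: cells stimulated with CCL20 at 14 nM final; plate controls were DMSO with CCL20 for no effect and DMSO without agonist for full effect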
CXCR6 block: blocks human CXCR6 beta-arrestin recruitment; 360,000 compounds, 0.36% hits; AID 602244; inhibition, % at 20 µM; CHO-K1 PathHunter CXCR6 beta-arrestin, luminescence; in the data active = inhibition above about 34%, passing the limit was not always enough;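 also: antagonist mode with CXCL16 agonist at 10 nM final; 0% = 10 nM CXCL16 with DMSO and 100% = unstimulated wells without agonist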
Target sequence (O00574 whole entry, looked up): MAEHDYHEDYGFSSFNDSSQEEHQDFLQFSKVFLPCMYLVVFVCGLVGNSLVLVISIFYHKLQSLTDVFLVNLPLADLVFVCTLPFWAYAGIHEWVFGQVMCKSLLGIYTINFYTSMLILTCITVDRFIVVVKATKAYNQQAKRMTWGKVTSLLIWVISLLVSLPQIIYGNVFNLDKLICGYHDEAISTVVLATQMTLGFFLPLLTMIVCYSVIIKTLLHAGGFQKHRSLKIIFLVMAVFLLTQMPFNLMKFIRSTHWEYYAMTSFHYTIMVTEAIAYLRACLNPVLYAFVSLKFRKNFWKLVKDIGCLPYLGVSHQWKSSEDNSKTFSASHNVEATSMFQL
Gli-Sufu antag: blocks Gli-Sufu signaling in a luciferase reporter; Sufu-KO-LIGHT fibroblasts, Gli luciferase reporter luminescence; inhibition, % at 5 µM; 340,000 compounds, 0.74% hits;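 active = inhibition above about 55%, limit read from the data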;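 also: 0% = DMSO-treated cells and 100% = wells with medium but no cells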
EBI2 block: blocks human EBI2 receptor beta-arrestin signaling. P32249. inhibition, % at 5 µM. AID 651636. EBI2 beta-arrestin recruitment, luminescence, 7a,25-OHC stimulated. 360,000 compounds, 0.81% hits; in the data active = inhibition above about 38%;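 also: enzyme fragment complementation signal reports receptor beta-arrestin coupling in cells; 0% = agonist plus DMSO wells and 100% = wells without agonist; some results beyond the cut were filed as inactive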
APJ agonist: APJ receptor agonism; P35414; CHO-K1 APJ PathHunter beta-arrestin, luminescence; 0% DMSO wells, 100% apelin; activation, % at 20 µM; 330,000 compounds, 0.11% hits;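 active = activation more than six SD over the plate average, tested at 20 µM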;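 also: 0% = DMSO alone and 100% = apelin-13 at 10 nM; some results filed as inactive read as strong as hits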
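Test system – PathHunter CHO-K1 APJ (AGTRL-1) beta-arrestin reporter cells · Input – 1000 cells/well · Compound – single test compound dose, 20 µM final, 1% DMSO · Times – compound stimulation 90 min at 25 °C, detection 60 min · Technique – beta-gal luminescence · Read-out basis – APJ–arrestin association signal · Control set – negative DMSO alone, positive Apelin-13 at 10 nM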
UBC13 inh: inhibitors of human UBC13 polyubiquitin chain formation; TR-FRET; inhibition, % at 20 µM; 330,000 compounds, 0.47% hits; AID 485273; in the data active = inhibition above about 45%, passing the limit was not always enough
Target sequence (P61088 whole entry, looked up): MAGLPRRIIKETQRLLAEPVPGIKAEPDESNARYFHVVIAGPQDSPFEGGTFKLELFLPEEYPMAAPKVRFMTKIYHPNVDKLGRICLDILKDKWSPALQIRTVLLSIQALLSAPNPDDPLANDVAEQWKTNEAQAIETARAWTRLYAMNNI
ATG4B inh: inhibitors of human ATG4B cysteine protease. Q9Y4P1. ATG4B cleavage of LC3-PLA2, NBD-HPC fluorescence, 1 h. inhibition, % at 8.33 µM. 340,000 compounds, 0.51% hits. AID 504462; in the data active = inhibition above about 40%
Target sequence (Q9Y4P1 whole entry, looked up): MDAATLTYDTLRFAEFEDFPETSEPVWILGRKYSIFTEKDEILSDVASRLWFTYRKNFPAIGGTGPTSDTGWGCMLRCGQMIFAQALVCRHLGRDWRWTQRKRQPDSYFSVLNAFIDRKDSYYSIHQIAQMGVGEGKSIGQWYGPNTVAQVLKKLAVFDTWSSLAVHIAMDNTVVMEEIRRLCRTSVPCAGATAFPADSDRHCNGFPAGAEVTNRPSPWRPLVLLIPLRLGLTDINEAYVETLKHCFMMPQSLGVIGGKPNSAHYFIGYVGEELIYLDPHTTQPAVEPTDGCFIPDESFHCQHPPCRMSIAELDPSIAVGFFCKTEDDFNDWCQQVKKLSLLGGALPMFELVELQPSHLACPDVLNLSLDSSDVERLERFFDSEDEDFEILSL
Numbers without * were called inactive; . = no result given.

SMILES	APJ antagonist	CCR6 antagonist	CXCR6 block	Gli-Sufu antag	EBI2 block	APJ agonist	UBC13 inh	ATG4B inh
Cc1nn(CC(=O)N(C)C2CCC(C)CC2)c(C)c1S(=O)(=O)N(C)C (stereo unspecified)	-4.7	7.8	-7.2	-0.1	-10.1	-4.4	1.7	3.2
COc1cc2nc(C3CC3)n(NC(=O)c3ccc(Cl)cc3)c(=O)c2cc1OC	15.1	-9.6	-4.5	-21.2	-2.6	-2.8	11.4	4.9
Cc1nn(-c2ccc(NC(=O)c3ccncc3)cc2)c(C)c1Cl	0.5	-2.0	-15.6	56.4*	-12.8	3.1	-1.4	-1.2
O=C(Cn1cnc2scc(-c3ccccc3)c2c1=O)NCc1ccco1	4.1	1.7	-7.9	-5.7	-9.2	0.4	-8.3	-5.8
NC(=O)c1ccc(Cl)c2ccccc12	-29.5	11.1	4.2	-4.2	0.2	0.4	-1.8	10.9
CCCc1cc(=O)[nH]c2nnc(SCC(=O)Nc3ccc(NC(C)=O)cc3)n12	-16.7	-11.3	6.0	-3.8	-4.1	6.7	-6.4	-7.0
Cc1ccc(Nc2nc(COC(=O)COc3ccc(C=O)cc3)cs2)cc1	9.5	15.5	1.4	-24.2	-9.8	1.8	-4.9	4.2
CN1CCN(C2CC(=O)N(CCc3ccccc3)C2=O)CC1 (stereo unspecified)	11.7	-1.9	-3.5	6.9	-5.2	1.5	1.3	4.1
CCc1nnc(N/N=C/c2cc(Br)c(O)cc2O)n1N	-73.4	-16.1	-11.0	5.3	1.7	15.3	-14.6	2.8
CC(=O)Nc1ccc(OCC(=O)NCCc2ccc(Cl)cc2)cc1	-13.1	4.9	-4.8	-8.8	-2.3	-2.7	-4.1	-9.9
O=C(CSc1ccc(-c2ccccn2)nn1)NC1CCCCC1	-1.2	10.8	4.3	-9.1	12.0	-1.2	-8.7	-8.7
Cc1cc(C)nc(SCC(=O)NC2=NC(=O)C(C)S2)n1 (stereo unspecified)	-19.2	4.1	.	-1.0	.	1.0	1.7	-17.3
COc1ccc(OC)c(/C=C/C(=O)OCC(=O)Nc2ccc(Cl)c(S(=O)(=O)N(C)C)c2)c1	8.8	25.2	-1.1	-26.0	5.3	-2.6	13.0	-16.3
CC1CCN(C(=O)c2ccc(S(=O)(=O)N3CCOCC3)cc2)CC1	19.3	7.7	-0.5	-31.6	2.9	-0.7	6.1	0.3
COc1ccc(S(=O)(=O)N(C)c2ccc(C(=O)NCC3CCCO3)cc2)cc1 (stereo unspecified)	8.7	-29.8	3.1	-30.9	3.3	-2.9	-1.6	-6.4
CCCCC(=O)NC(c1ccc(OC)c(OC)c1)c1ccc2cccnc2c1O (stereo unspecified)	.	2.2	0.1	52.8	-3.8	.	.	-4.4
O=C(Nc1ccc(N2CCCC2)c(Cl)c1)c1cccs1	7.0	7.9	2.3	-91.8	-8.2	-2.3	-27.9	-4.5
COc1ccc(N2CCN(C(=O)COC(=O)CCOc3ccccc3C)CC2)cc1	-30.2	14.6	1.3	3.6	4.0	-4.4	-0.2	-10.4
COc1ccccc1NC(=O)C(=O)N/N=C(\C)CC(=O)Nc1ccc(OCc2ccccc2)cc1	-16.1	15.2	9.7	-16.2	1.4	3.7	43.2	-11.9
COCCSc1ccccc1C(=O)NCc1ccco1	12.5	-6.5	-5.1	1.0	-0.8	0.6	-2.3	-1.9
O=C(NC1CCS(=O)(=O)C1)c1cccc(Cl)c1 (stereo unspecified)	11.7	0.6	-1.2	-3.8	-0.4	7.8	4.8	0.8
COc1ccc(CNC(=O)CSc2nnnn2Cc2ccccc2)cc1	0.9	0.0	-7.8	-4.7	-2.0	-5.3	14.3	-8.4
Cc1n[nH]c(C)c1S(=O)(=O)N1CCCC(C(=O)NCC2COc3ccccc3O2)C1 (stereo unspecified)	5.8	1.7	6.7	-6.0	-4.2	2.2	3.4	-7.6
CSc1ccc(C(=O)C2CCCN(C(=O)c3cc4cc(F)ccc4[nH]3)C2)cc1 (stereo unspecified)	14.4	5.8	-3.6	0.8	6.0	0.3	6.4	14.0
COC(=O)c1sccc1NC(=O)c1c(-c2ccccc2)noc1C	9.3	1.1	-1.3	-15.3	2.6	-3.2	8.4	-4.0

The list continues.
SMILES	APJ antagonist	CCR6 antagonist	CXCR6 block	Gli-Sufu antag	EBI2 block	APJ agonist	UBC13 inh	ATG4B inh
O=c1c(-c2ccc3c(c2)OCCO3)c(C(F)(F)F)oc2cc(O)cc(O)c12	18.1	15.1	-2.9	11.2	5.3	-6.2	4.5	1.6
O=C(Oc1ccccc1Cl)c1ccc(N2CCOCC2)c([N+](=O)[O-])c1	-6.2	13.3	-4.5	-3.4	-0.9	-3.8	-7.4	-1.2
COc1ccccc1-c1nc(C#N)c(NCc2ccc(F)cc2)o1	-0.4	6.1	-17.8	5.2	5.1	-3.8	13.0	1.2
CC(=O)c1ccc(NC(=O)C[n+]2ccccc2)cc1	-4.1	10.5	2.9	-0.5	-3.4	-1.9	0.3	-2.8
COc1ccc(NS(=O)(=O)c2ccc(OC)c(NC(=O)CNC(=O)c3ccc(OC)cc3)c2)cc1	3.5	7.5	-0.3	-8.0	-7.8	-0.7	8.3	-21.4
CN(C)N=Nc1ccc(S(=O)(=O)/N=C(\O)c2ccccc2)cc1	10.9	12.6	-3.7	-14.5	-8.8	2.6	-10.2	9.8
O=[N+]([O-])c1cc2c(cc1CN1CCN(c3ccc(F)cc3)CC1)OCO2	9.0	0.5	-7.2	17.9	0.7	-3.5	2.7	-7.3
COc1ccccc1C(=O)NC(=O)CSc1nc(C)cs1	0.2	3.5	5.9	-2.2	-10.0	0.8	-1.2	1.9
COc1cccc(CNC(=O)C2CCN(S(=O)(=O)c3ccc4c(c3)CCC(=O)N4)CC2)c1	0.7	1.4	-3.6	4.0	1.3	-2.0	2.9	-1.7
Cc1ccc(NC(=O)CSc2nnc(C3CCCCC3)n2N)cc1F	7.9	4.4	7.4	-1.0	-1.0	-4.9	12.0	-8.7
C/C(=N\NC(=S)NC1CCCCC1)c1ccc(OC(F)F)cc1OC(F)F	38.5	47.8	32.7	4.3	10.8	-5.1	8.1	-7.0
CCCC1=NN(C(=O)CCc2ccccc2O)C(O)(C(F)(F)F)C1 (stereo unspecified)	-13.4	2.5	-2.7	-1.4	-6.4	-3.0	12.9	1.8
N#CC1=C(N)N(c2ccccc2)C(c2ccco2)C1(C#N)C#N (stereo unspecified)	11.3	-12.9	6.9	2.8	7.7	-0.4	14.7	-3.5
O=C(O)c1cc(N/N=C/C=C/c2ccccc2[N+](=O)[O-])ccc1Cl	-12.0	33.2	11.2	-45.5	-5.2	-1.1	-11.7	19.6
COc1ccc(/C=C/C(=O)NC(=S)Nc2ccc(S(=O)(=O)Nc3cc(OC)ncn3)cc2)cc1	.	-2.2	22.6	4.3	6.6	.	.	7.7
CCN(C[C@H]1N[C@@](C)(C(=O)OC)[C@H]2C(=O)N(C)C(=O)[C@@H]12)C(=O)c1ccc(C)cc1	-1.0	-3.1	3.9	-9.5	-3.5	-3.2	7.5	0.2
Cc1cccc(-n2c(C)cc(/C=N/O)c2C)c1	2.0	0.1	0.7	-5.9	-2.4	2.3	-30.3	-3.8
CCc1ccc(C(=O)C(C)OC(=O)Cn2[nH]c(=O)c3ccccc3c2=O)cc1 (stereo unspecified)	-18.9	5.6	-3.6	-7.1	6.7	-1.9	3.4	2.6
O=C([C@H](Cc1ccc(O)cc1)n1cc(CCO)nn1)N1CCNCC1	-3.8	-5.5	-6.1	4.9	-9.7	-2.5	-2.6	6.1
CCN(CC(=O)Nc1ccc(NC(C)=O)cc1)C(=O)/C=C/c1ccco1	4.2	4.8	-6.4	-1.5	-12.3	-0.4	5.2	-1.7
Cc1ccc2nc(SCC(=O)N3CCCCC3)nc(=O)n2c1	-3.6	-6.5	5.1	-1.2	-6.7	13.9	-10.2	-2.6
COC(=O)c1ccccc1NC(=O)COc1ccc(S(=O)(=O)N2CCCC2)cc1C	-2.5	13.7	3.2	-0.8	11.5	-4.4	1.1	-19.3
CCc1noc(C)c1C(=O)NCCc1c[nH]c2ccccc12	-57.5	5.5	3.1	-3.1	-0.6	8.6	1.6	-5.5
O=C1CCCc2nc(N3CCN(C(c4ccccc4)c4ccccc4)CC3)ncc21	5.9	18.9	4.4	10.4	5.8	0.8	6.8	-14.5
CC(C)OC(=O)CSc1nc2c(cc1C#N)CCCCC2	7.0	9.8	7.6	-4.8	1.6	-4.6	20.1	0.3
CCOC(=O)C(O)(CC(=O)Nc1ccc(Cl)cc1Cl)C(F)(F)F (stereo unspecified)	2.4	-5.8	-7.7	1.6	2.8	-5.3	7.0	-14.9
CCN(CC)CCn1c2ccc(F)cc2c2nc(C)sc21	10.4	1.1	10.8	7.1	12.1	0.4	2.9	-8.7
COc1ccc(CNC(=O)COc2ccc(C)nc2[N+](=O)[O-])cc1	21.2	4.8	7.5	0.6	-3.4	0.4	-10.5	-5.0
Cc1cc(C)nc(N(C#N)CN2C(=O)c3ccccc3C2=O)n1	-18.9	2.4	-4.4	1.9	2.2	-0.9	15.0	1.8

Four entries from above, comma-delimited:
canonical_smiles,APJ antagonist,CCR6 antagonist,CXCR6 block,Gli-Sufu antag,EBI2 block,APJ agonist,UBC13 inh,ATG4B inh
CC(=O)c1ccc(NC(=O)C[n+]2ccccc2)cc1,-4.1,10.5,2.9,-0.5,-3.4,-1.9,0.3,-2.8
COc1ccc(NS(=O)(=O)c2ccc(OC)c(NC(=O)CNC(=O)c3ccc(OC)cc3)c2)cc1,3.5,7.5,-0.3,-8.0,-7.8,-0.7,8.3,-21.4
CN(C)N=Nc1ccc(S(=O)(=O)/N=C(\O)c2ccccc2)cc1,10.9,12.6,-3.7,-14.5,-8.8,2.6,-10.2,9.8
O=[N+]([O-])c1cc2c(cc1CN1CCN(c3ccc(F)cc3)CC1)OCO2,9.0,0.5,-7.2,17.9,0.7,-3.5,2.7,-7.3

3 compounds from above, limited to UBC13 inh, Gli-Sufu antag and APJ antagonist.
SMILES,UBC13 inh,Gli-Sufu antag,APJ antagonist
COc1cccc(CNC(=O)C2CCN(S(=O)(=O)c3ccc4c(c3)CCC(=O)N4)CC2)c1,2.9,4.0,0.7
Cc1ccc(NC(=O)CSc2nnc(C3CCCCC3)n2N)cc1F,12.0,-1.0,7.9
C/C(=N\NC(=S)NC1CCCCC1)c1ccc(OC(F)F)cc1OC(F)F,8.1,4.3,38.5
